MsrA inhibitor: inhibits bovine methionine sulfoxide reductase A; 360,000 tested, 0.75% active; inhibition, % at 15.5 µM; purified bovine MsrA, absorbance read-out; AID 651718; in the data active = inhibition above about 4.5%;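 also: 0% = vehicle wells with enzyme and 100% = reference inhibitor wells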
CSN inh: inhibitors of human CSN-mediated cullin deneddylation | 360,000 tested, 0.38% active | AID 651999 | Purified CSN, SCF-Nedd8-OG deneddylation, fluorescence polarization | Q92905 | inhibition, % at 12.5 µM;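 active = pattern-corrected inhibition above about 35%, with an unprinted fluorescence ratio check between 0.5 and 1.5, limit read from the data, passing the limit was not always enough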;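 also: 0% = enzyme with substrate and 100% = substrate without enzyme; some results filed as inactive read as strong as hits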
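Material: purified human Csn5 enzyme expressed in HEK293T cells / Medium: Tris buffer pH 7.5, NaCl, DTT, Tween-20, trehalose, ovalbumin / Compound dosing: 12.5 µM single point / Schedule: 90 min incubation of compound, enzyme and substrate at room temperature / Signal: fluorescence polarization of the substrate / Control set: no-enzyme wells high, enzyme-with-substrate wells low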
LMPTP inh: LMPTP (human) inhibition; inhibition, % at 20 µM; recombinant LMPTP-A, OMFP fluorogenic substrate, fluorescence intensity; 360,000 tested, 0.22% active; P24666;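 active = compounds that cut the enzyme signal by at least half of the control window in the single-dose screen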;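 also: plate controls were DMSO wells with enzyme plus substrate for no effect and substrate without enzyme for full effect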
Target sequence (P24666 whole entry, looked up): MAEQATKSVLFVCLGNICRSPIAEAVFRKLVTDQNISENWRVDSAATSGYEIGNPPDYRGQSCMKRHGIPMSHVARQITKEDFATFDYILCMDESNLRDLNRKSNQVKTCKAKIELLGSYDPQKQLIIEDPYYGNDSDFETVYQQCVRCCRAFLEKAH
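Buffer or medium: Bis-Tris pH 6.0, DTT, detergent; Assay system: LMPTP-A enzyme; Quantity: 0.625 nM enzyme; Detection: endpoint fluorescence intensity; Times: 50 min dark incubation at room temperature; Controls: substrate-only low control, DMSO enzyme-plus-substrate high control; Doses: single 20 µM dose; Read-out: percent inhibition versus substrate-only and uninhibited controls; Reagent: 400 µM OMFP.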
Rpn11 block: Rpn11 (human) deubiquitinase inhibition | human 26S proteasome, Ub4-pepOG fluorescence polarization; 20S core pre-blocked with epoxomicin | calls only at 20 µM | 360,000 tested, 0.59% active | AID 588493;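 active = inhibition at 20 µM, scaled to each plate's controls, above about 33%, limit read from the data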
STEP block: blocks human striatal-enriched tyrosine phosphatase | inhibition, % at 20 µM | 360,000 tested, 0.25% active | recombinant STEP, OMFP fluorogenic substrate, fluorescence | P54829;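 active = inhibition at 20 µM, scaled per plate between control wells, above about 37%, limit read from the data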;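 also: 0% = DMSO with enzyme and substrate and 100% = substrate only without enzyme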
Target sequence (P54829 whole entry, looked up): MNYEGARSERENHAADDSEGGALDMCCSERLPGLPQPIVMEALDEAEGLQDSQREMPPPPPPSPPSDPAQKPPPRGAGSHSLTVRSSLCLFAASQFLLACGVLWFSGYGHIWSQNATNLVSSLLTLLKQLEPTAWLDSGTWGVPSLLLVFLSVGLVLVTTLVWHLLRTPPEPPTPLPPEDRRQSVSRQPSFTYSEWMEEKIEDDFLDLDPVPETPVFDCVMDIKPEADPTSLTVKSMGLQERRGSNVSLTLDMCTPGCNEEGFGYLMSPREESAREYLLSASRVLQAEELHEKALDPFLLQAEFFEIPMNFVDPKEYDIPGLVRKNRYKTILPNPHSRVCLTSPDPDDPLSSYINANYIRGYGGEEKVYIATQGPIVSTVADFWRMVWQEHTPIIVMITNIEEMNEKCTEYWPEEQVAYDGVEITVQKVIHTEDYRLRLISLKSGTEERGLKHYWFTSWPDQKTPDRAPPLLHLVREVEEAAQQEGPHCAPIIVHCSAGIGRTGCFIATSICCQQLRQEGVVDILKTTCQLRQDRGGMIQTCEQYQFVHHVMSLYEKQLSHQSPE
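medium = Bis-Tris buffer pH 6.0, 2.5 mM DTT, 0.005% Tween 20 | test system = STEP (striatal-enriched tyrosine phosphatase) enzyme, cell-free | measure = normalized % inhibition | compound dosing = 20 µM, 1% DMSO | also added = 25 µM OMFP | schedule = reaction 20 min, ambient temperature | measured by = fluorescence read at 480 nm ex / 540 nm em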
Scp-1 inhibitor: inhibitors of human Scp-1 phosphatase; Q9GZU7; Recombinant Scp1, phosphopeptide, malachite green phosphate absorbance; inhibition, % at 20 µM; 340,000 tested, 0.88% active;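 active = inhibition above about 50% at 20 µM, limit read from the data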;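 also: plate controls were DMSO wells with enzyme for no effect and wells lacking enzyme for full effect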
Target sequence (Q9GZU7 76-261 limits assumed): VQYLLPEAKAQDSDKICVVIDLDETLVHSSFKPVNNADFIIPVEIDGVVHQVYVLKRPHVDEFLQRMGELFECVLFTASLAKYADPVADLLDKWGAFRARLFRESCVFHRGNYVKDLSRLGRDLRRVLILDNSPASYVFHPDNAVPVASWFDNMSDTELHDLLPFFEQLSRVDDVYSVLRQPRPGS
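assay system = SCP-1 phosphatase catalytic domain, residues 76-261 | buffer or medium = 50 mM Tris acetate pH 5.5, 0.005% Tween-20, 10 mM MgCl2 | incubation = enzyme reaction 45 min at room temperature, colour 5 min, stabilisation 30 min | signal = Phosphate-binding colour reagent, absorbance read at 630 nm | measure = % inhibition at 20 µM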
NadD block: NadD (S. aureus) enzyme inhibition | purified NadD enzyme, colorimetric absorbance read-out | 360,000 tested, 0.78% active | inhibition, % at 20 µM; in the data active = inhibition above about 26%; also: some compounds past the cut are filed as inactive
DNMT1 block: DNMT1 (human) enzyme inhibition | P26358 | AID 588458 | 360,000 tested, 0.83% active | DNMT1 molecular beacon, Hinp1I cleavage, fluorescence | inhibition (reported as % activation of signal), % at 10 µM; in the data active = inhibition above about 50%
Tb MetRS inh: Trypanosoma brucei MetRS inhibition | purified T. brucei MetRS, ATP depletion, Kinase-Glo luminescence | inhibition, % at 11.9 µM | 360,000 tested, 0.4% active;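 active = inhibition above a per-plate cutoff of the control wells' mean inhibition plus 3 SD, cut at about 5.5% in these data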;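 also: 0% = DMSO wells median and 100% = median of wells with control inhibitor compound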
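technique = Kinase-Glo luminescence, ATP depletion format | system = purified MetRS (methionyl-tRNA synthetase) enzyme from Trypanosoma brucei | timing = 15 min preincubation, 2 h reaction, all 25 °C | evaluation = percent inhibition versus plate control medians | dosing = single dose, 11.9 µM final nominal, 0.9% final DMSO | also added = substrates ATP, L-methionine and bulk Escherichia coli tRNA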
SUMO1 PPI mod: alters human SUMO1 binding to SIM partners; P63165; SUMO1 binding to a labelled peptide, TR-FRET, 1 h; inhibition, % at 20 µM; 360,000 tested, 0.33% active; in the data active = inhibition above about 37%
Target sequence (P63165 whole entry, looked up): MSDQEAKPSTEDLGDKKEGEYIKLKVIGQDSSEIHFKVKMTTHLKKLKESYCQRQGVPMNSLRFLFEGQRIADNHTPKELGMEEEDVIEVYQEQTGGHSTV
The depositor's hits bear a star; i = inactive; . = not tested or not shown; & = joins results of further samples. No enrichment for hits. About 3.9% of those tested had a hit in this group.

Value order – MsrA inhibitor	CSN inh	LMPTP inh	Rpn11 block	STEP block	Scp-1 inhibitor	NadD block	DNMT1 block	Tb MetRS inh	SUMO1 PPI mod
> CC(C)(C)C(=O)N(Cc1ccccc1)c1ccccn1
  -1.1	-10.6	-1.3	i	-1.9	-2.1	-1.5	-1.5	0.4	0.5
> Cc1cc(C(=O)CSc2n[nH]c(-c3ccccc3F)n2)c(C)n1Cc1cccs1
  -0.5	0.0	1.8	i	-3.5	1.7	0.0	-7.2	-0.9	2.6
> Cc1ccc(CN2CCN(Cc3cnc(C)s3)CC2CCO)o1 (configuration not stated)
  -0.2	1.2	-1.6	i	-1.1	0.7	-1.7	0.4	-0.7	-1.4
> O=C(COc1ccc(/C=N/NC(=O)c2cccnc2)cc1)Nc1ccccc1
  0.6	2.9	-0.7	i	2.4	-6.7	-2.3	-0.5	-0.3	-10.2
> C[C@@H](C(=O)NCc1ccc(S(C)(=O)=O)cc1)[C@@H]1C[C@@]1(C)[C@@H](NC(=O)OCc1ccccc1)c1ccccc1
  0.2	-3.5	-0.7	i	2.1	-3.5	-1.2	-1.1	-0.1	4.3
> CCOC(=O)N1CCC(=NNc2ccc(S(=O)(=O)N3CCOCC3)cc2[N+](=O)[O-])CC1
  -0.1	-11.4	0.1	i	-0.7	4.0	-1.1	2.4	-0.4	-27.1
> COc1cc(/C=C/C(=O)OCC(=O)Nc2ccc3[nH]c(=O)[nH]c3c2)ccc1OC(F)F
  -0.9	1.5	1.2	i	-1.8	.	-0.9	19.0	0.6	15.9
> Cc1cccc(N2CCN(S(=O)(=O)c3c(C)[nH]c(=O)[nH]c3=O)CC2)c1C
  -0.6	-2.1	0.8	i	-0.8	-0.4	5.9	-1.4	-0.2	-1.5
> Cc1nn(CC(=O)N2CCN(c3ccc(Cl)cc3)CC2)c(=O)c2cccn12
  -1.1	-5.5	0.1	i	-2.0	-3.9	3.1	-0.1	-0.6	0.9
> Cn1ccnc1C(=O)c1ccc(NN)c([N+](=O)[O-])c1
  3.5	7.6	-0.1	i	-0.7	-4.6	-3.1	-1.1	-0.7	-21.9
> CCOc1ccccc1N(C)C(=O)Cn1ncc2c([nH]c3ccccc32)c1=O
  1.8	1.8	0.2	i	1.5	-3.5	1.5	1.0	0.0	7.4
> COC(=O)[C@]12CCCCC=C1N(Cc1ccccc1)C(=O)[C@H](CC(=O)NCc1ccccc1)C2
  0.1	0.8	-0.4	.	.	.	-0.4	.	-1.7	2.9
> OCCCn1c(C2CCCN2c2nc(-c3ccc(F)cc3)cs2)nc2cc(Cl)c(N3CCCCC3)cc21 (configuration not stated)
  0.9	-2.4	2.5	i	3.2	-5.8	32.6*	38.1	0.3	-1.0
> OC[C@@H]1CN(Cc2ccccc2)C[C@H](n2cnc3c(NC4CC4)ncnc32)O1
  -0.5	-0.7	-1.5	i	7.9	.	0.7	-0.9	-0.2	1.1
> O=C(Oc1cc(=O)oc2c1c(=O)n1c3c(cccc23)CC1)c1ccc(F)cc1
  0.7	101.3	0.7	i	0.2	0.4	-7.4	17.6	-0.5	13.5
> O=C(NC1CCCC1)C1C(c2ccc(C(F)(F)F)cc2)=Nc2ccccc2N1C(=O)c1cccc2ccccc12 (configuration not stated)
  1.0	-1.1	0.6	.	.	.	.	.	-1.2	-7.3
> O=C1CN(C(=O)c2ccc(Cl)c([N+](=O)[O-])c2)c2ccccc2N1
  0.2	1.1	-0.8	i	0.1	-2.4	-1.8	6.1	-0.6	-10.9
> Cc1ccc(NC(=O)COC(=O)CCc2c(C)nc3ncnn3c2C)cc1C
  -0.5	2.8	-0.8	i	-4.2	-9.5	-2.2	2.0	-0.2	-8.4
> CCOC(=O)C1CCN(S(=O)(=O)c2cn(C)c(=O)n(C)c2=O)CC1
  -1.4	-0.9	-3.2	i	-0.7	-1.2	-5.4	5.6	-0.7	-3.1
> COc1ccc(OC(=O)CCCN2C(=O)c3ccccc3C2=O)cc1
  0.6	-1.3	-1.1	i	2.5	-6.5	2.4	-0.3	-0.8	-5.9
> COc1cc(CNC(C)(C)CO)cc(Br)c1OCc1ccccc1
  -0.5	6.5	-1.3	i	-0.8	-1.1	-2.8	0.6	-0.2	-0.7
> Cc1ccc(S(=O)(=O)NC2=NCCCCC2)cc1
  0.3	4.7	0.1	i	1.1	-3.9	-1.6	1.7	-0.1	5.2
> CSc1ncc(Cl)c(C(=O)Nc2cccc(C)c2)n1
  -0.8	-0.6	1.2	i	8.1	-5.5	-4.4	4.1	-0.3	-2.5
> O=C(COc1ccc(Cl)cc1Cl)NCCCN1CCOCC1
  -0.6	2.3	-0.4	i	-0.4	-1.3	0.0	0.5	0.9	2.0
> C=CCOc1nc2c(c(=O)n(C)c(=O)n2C)n1Cc1ccccc1
  -1.1	-4.4	-0.8	i	2.8	11.2	0.1	-8.6	1.8	6.1
> CN(CCOC(=O)/C=C/c1ccccc1)C(C)(C)C
  0.9	-6.6	-2.4	i	5.7	-11.1	-0.5	3.5	0.8	-3.0
> Cc1onc(-c2ccccc2)c1C(=O)OCC(=O)Nc1ccc2c(c1)OCO2
  0.1	-5.7	1.0	i	-1.9	-10.7	1.1	-8.2	-0.2	1.7
> CCN(CC)CCOCCOc1cc(C)c(Cl)c(C)c1
  -0.5	4.4	-1.8	i	-3.8	-5.2	-3.8	2.6	-0.2	-0.2
> O=C1NC(c2ccc(F)cc2)Oc2ccccc21 (configuration not stated)
  0.7	0.8	-2.6	i	-4.2	-9.4	4.1	0.9	-0.1	3.7
> CN(C)/C=C(\C=O)c1ncc(C(F)(F)F)cc1Cl
  0.3	-1.2	-1.0	i	3.1	-5.3	-0.5	0.0	1.3	-1.1
> Cc1ccc(S(=O)(=O)SC/C=C/CSS(=O)(=O)c2ccc(C)cc2)cc1
  -0.4	-0.9	-0.8	i	-1.9	12.6	11.7	-1.2	-0.1	-1.6
> COCC(=O)Nc1ccc2c(c1)[C@@H]1C[C@H](CC(=O)NCc3ccccc3)O[C@@H](CO)[C@@H]1O2
  0.1	2.5	-1.7	i	1.8	.	-1.3	1.8	1.4	-2.7
> O=c1c2ccccc2nc2n1CCC2O (configuration not stated)
  0.7	6.2	-1.3	i	0.6	14.9	9.2	-1.5	-0.8	-4.8
> Cn1c(SCC(=O)Nc2nnc(-c3ccccc3)o2)nnc1C1CC1
  1.3	3.9	-1.4	i	-0.2	-2.4	0.2	3.3	0.4	1.8
> CCC1Oc2ccc(C)cc2N(CC(=O)NCc2cccc(OC)c2)C1=O (configuration not stated)
  0.8	-2.0	0.0	i	-1.9	-3.7	-5.3	1.1	-1.3	-0.1
> COC(C)c1oc2c(C)c3oc(=O)cc(C)c3cc2c1C (configuration not stated)
  -1.0	1.2	0.7	i	1.4	-0.4	-5.9	-1.0	-1.4	3.6
> CC1Cn2c(nnc2-c2cccc(N)c2)S1 (configuration not stated)
  0.3	-6.5	-1.2	i	1.5	10.1	6.0	-2.8	1.1	5.5
> COCCCn1cn[nH]c1=S
  0.8	-4.2	-2.4	i	1.8	-9.4	-5.6	1.6	-0.4	4.3
> COc1cc(/C=C/C(=O)OCC(=O)Nc2ccc3c(c2)OCO3)ccc1O
  1.0	0.0	3.0	i	0.1	-6.8	13.8	-24.0	-0.2	-12.6
> CCOC(=O)C(CC)n1cnc2sc3c(c2c1=O)CCC3 (configuration not stated)
  0.1	1.3	0.4	i	-1.4	2.9	-2.1	-2.4	-0.4	0.4
> CC(Oc1ccc(Cl)cc1)C(=O)N1CCCc2ccccc21 (configuration not stated)
  1.5	6.3	0.5	i	-0.8	4.0	-3.5	5.2	-0.8	-0.3
> Cc1nc(C)c(CCNC(=O)c2cccc(Cl)c2)s1
  -0.5	1.2	-1.5	i	-2.5	-3.9	1.1	-0.9	-0.6	-3.7
> N#CCCN=C(NS(=O)(=O)c1ccccc1)c1ccccc1
  2.5	4.5	-0.7	i	-1.9	-0.8	-2.6	-0.1	-0.3	0.3
> COc1ccc2nc(NC(=O)C3CCN(S(=O)(=O)c4cccnc4)CC3)sc2c1
  1.0	-2.3	-0.9	i	-0.4	-0.2	0.1	-7.8	-0.8	4.8
> O=C(Nc1cccc2nsnc12)c1cccs1
  1.1&0.4	0.7&1.3	-0.6&0.5	i	1.2&0.0	-10.7&-4.8	5.6&-9.9	-2.3&-6.6	-0.3&0.2	-23.3&-18.6
> CCOC(=O)[C@]12CCCC=C1N(Cc1cccc3ccccc13)C(=O)[C@H](CC(=O)NCC1CCCCC1)C2
  0.4	0.9	7.5	.	.	.	1.7	.	-0.6	2.9
> O=C(CSc1nnc(-c2ccc(Cl)cc2)n1CC1CCCO1)NC1CCS(=O)(=O)C1 (configuration not stated)
  0.9	4.0	-1.4	i	-0.8	8.8	-1.4	-5.8	-1.2	-0.4
> O=C1NC[C@H](c2ccccc2)N(CC2CCCCC2)C1=O
  0.3	-1.4	-0.8	i	1.6	-2.3	-2.9	5.8	-0.5	3.0
> CC(=O)Nc1ccc(NC(=O)CSc2nnc(C)n2-c2ccccc2)cc1
  -0.1	0.1	-1.5	i	-0.8	-1.9	-6.0	3.6	-0.4	2.3
> CCOc1cc(/C=C2/SC(=S)N(CC(=O)O)C2=O)ccc1OC(=O)c1cccs1
  1.7	7.2	4.4	i	1.4	11.0	12.6	5.4	-0.5	10.6
> Cc1ccnc(NS(=O)(=O)c2ccc(NC(=O)c3ccc(Cl)cc3[N+](=O)[O-])cc2)n1
  -1.0	3.0	-1.0	i	-1.9	5.5	5.2	2.4	-0.5	-19.2
> COc1cccc(-n2c(SCC(=O)N3c4ccccc4CC3C)nnc2-c2ccco2)c1 (configuration not stated)
  0.7	1.9	3.0	i	1.9	-6.0	22.2	-3.4	-0.2	3.9
> O=C(NC1CCN(S(=O)(=O)c2ccc(F)cc2)CC1)c1cccnc1
  1.9	1.1	-1.2	i	2.3	-11.4	-3.3	2.8	1.3	1.8
> CC(C)c1ccc(N2C(=O)CC(NNC(=O)c3cccnc3)C2=O)cc1 (configuration not stated)
  0.4	-0.8	-1.2	i	-2.5	-8.9	-11.0	-1.1	0.0	-0.7

Bioassay records deposited in PubChem BioAssay by several laboratories.
